# ELG1 DNA repair = blocks ELG1-dependent DNA repair in HEK293T cells | HEK293T ELG1-luciferase reporter, luminescence, 16 h; DNA damage induced by 5-fluorouridine | Potency, µM (series often up to 46.1 µM), for inactives: top-dose activity change, negative = inhibition, most hits filed as inhibitors | 330,000 compounds, 2.3% hits; further: potency means the concentration at half of the fitted maximal effect; on the % scale 0 is the no-effect control and ±100 the full control effect; nearly all actives have a fitted effect of over 55% in size
#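 Reporter activity after DNA damage by 5-fluorouridine is monitored. Compound-treated cells incubate 16 hr at 37 °C, then ONE-Glo is added for 30 min before luminescence reading.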
# p53 reactivation = mutant p53 re-activation in reporter cells; Potency, µM (series often up to 92.2 µM), inactives show at the top dose activity change, positive = activation, actives largely listed as activators; 320,000 compounds, 0.063% hits; H1299 p53-A138V BP100-luciferase reporter, luminescence, 24 h; AID 504706; further: potency means the concentration at half of the fitted maximal effect; % of control where 0% means no effect; nearly all actives have a fitted effect of over 45% in size
#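 p53-null H1299 cells stably carrying temperature-sensitive p53-A138V and a BP100-luciferase reporter were pinned with compounds (4-point, 1:5 series) and held 24 hrs at 37 deg C. Luminescence was read 10 min after detection reagent.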
# BRCA1 expr act = BRCA1 expression activation; MCF7-BRCA1-FFLuc reporter, luminescence, 48 h; response scale: scaled: vehicle 0%, 10 µM genistein 100%; Potency, µM (doses to about 46.1 µM), without a hit: at the highest dose activation, hits mostly activators; 380,000 compounds, 1.1% hits; AID 624202; further: potency means the concentration at half of the fitted maximal effect; nearly all actives have a fitted effect of over 80% in size; some results filed as inactive show a strong effect at the top dose
#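 MCF7 cells carrying a BRCA1-firefly luciferase reporter (2000 cells/well, phenol-red free MEM) were attached for 2 h at 37 °C, then given compounds for 48 h. Luminescence was read 15 min after luciferase reagent; activity normalized to genistein (10 microM) and DMSO.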
# Rab9 prom act = activates the Rab9 promoter | Potency, µM (titrated, usually from 9.22 µM), for the others: top-dose activation, negative = inhibition, actives largely listed as activators | Huh7 Rab9 promoter-luciferase reporter, luminescence, 24 h | 320,000 compounds, 2.8% hits; further: potency means the concentration at half of the fitted maximal effect; % of control where 0% means no effect; nearly all actives have a fitted effect of over 60% in size
#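 Measured in stably transfected Huh7 cells bearing a Rab9 promoter–luciferase construct: 24 h compound treatment at 37 °C, followed by luminescence detection.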
# RORg inh = inhibitors of mouse ROR gamma transcriptional activity. Potency, µM (series often up to 53.6 µM), inactives show at the top dose activity change, negative = inhibition, actives largely listed as inhibitors. Drosophila S2 Gal4-RORgamma UAS-luciferase reporter, 20 h. P51450. 310,000 compounds, 5.4% hits. AID 2551; further: potency means the concentration at half of the fitted maximal effect; on the % scale 0 is the no-effect control and ±100 the full control effect; nearly all actives have a fitted effect of over 60% in size
# Target sequence (P51450 whole entry, looked up, the tested form may be a part): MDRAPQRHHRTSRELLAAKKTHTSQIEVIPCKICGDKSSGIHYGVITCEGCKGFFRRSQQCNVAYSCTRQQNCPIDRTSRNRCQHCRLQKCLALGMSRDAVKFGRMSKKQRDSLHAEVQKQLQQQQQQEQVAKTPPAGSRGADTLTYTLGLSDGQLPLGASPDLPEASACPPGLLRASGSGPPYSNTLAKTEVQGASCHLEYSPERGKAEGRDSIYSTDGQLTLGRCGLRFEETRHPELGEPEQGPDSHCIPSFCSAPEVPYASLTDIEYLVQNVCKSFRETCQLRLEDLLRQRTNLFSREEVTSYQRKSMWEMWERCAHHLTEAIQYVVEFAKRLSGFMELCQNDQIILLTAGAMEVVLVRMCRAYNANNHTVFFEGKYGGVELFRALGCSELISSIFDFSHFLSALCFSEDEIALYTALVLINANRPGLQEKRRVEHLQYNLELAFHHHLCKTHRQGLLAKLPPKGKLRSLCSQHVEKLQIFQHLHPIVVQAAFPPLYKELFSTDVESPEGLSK
#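 Luminescence from a UAS-regulated Photinus luciferase reporter in stably transfected Drosophila Schneider cells is measured; decreased signal marks ROR gamma inhibition. Fusion expression is induced by 700 uM copper sulfate for 20 hr.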
# ELG1 genotox = inducers of genotoxicity in HEK293T ELG1-luciferase cells | HEK293T ELG1-luciferase reporter, luminescence, 16 h | Potency, µM (titrated, usually from 46 µM), without a hit: at the highest dose activity change, positive = activation, most hits filed as activators | 330,000 compounds, 1.3% hits | AID 504466; further: potency means the concentration at half of the fitted maximal effect; % of control where 0% means no effect; nearly all actives have a fitted effect of over 60% in size
#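 Reporter readout depends on ELG1 protein level, which increases with genetic stress. After 16 hr compound exposure at 37 °C, luciferase activity was quantified using ONE-Glo.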
# Gal4-VP16 FLuc = Gal4-VP16 reporter inhibition counter-screen; Drosophila S2 Gal4-VP16 UAS-luciferase, luminescence, 20 h; Potency, µM (top dose mostly 53.6 µM), inactives show top-dose activity, negative = inhibition, usual class: inhibitors; 310,000 compounds, 3.5% hits; AID 2546;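 further: Gal4-VP16 expression switched on by copper sulfate through the metallothionein promoter; potency means the concentration at half of the fitted maximal effect; on the % scale 0 is the no-effect control and ±100 the full control effect; nearly all actives have a fitted effect of over 50% in size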
# TRPV1 ag = agonists of human vanilloid receptor 1 (TRPV1). Q8NER1. TRPV1-expressing cells, Fluo-8 calcium influx, agonist mode. activation, % at 8.33 µM. 320,000 compounds, 0.19% hits; in the data active means activation above about 80%; inconclusive means between about 30% and that limit; further: 0% is about no effect
#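 Cells expressing TRPV1 were dye-loaded with Fluo-8 and read kinetically: 10 s baseline, 3 min after compound (agonist portion), then 2 min after EC20 capsaicin (allosteric enhancer portion). Calcium-bound dye fluorescence at 480/520 nm.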
# NPC1 prom act = activators of NPC1 promoter; 320,000 compounds, 2.4% hits; AID 485313; Potency, µM (titrated, usually from 9.22 µM), inactives show at the top dose activation, most hits filed as activators; Huh7 NPC1 promoter luciferase reporter, 24 h;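 further: potency means the concentration at half of the fitted maximal effect; % of control where 0% means no effect; nearly all actives have a fitted effect of over 60% in size; reporter is driven by a mutant NPC1 promoter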
#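 Huh7 reporter cells (NPC1 promoter driving luciferase) are dosed with compound for 24 h at 37 °C, 5% CO2; luciferase detection reagent is then added and luminescence measured after 10 min at ambient temperature.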
# FLuc counter = counter-screen for miR-21 project: firefly luciferase inhibitors or activators; P08659; 360,000 compounds, 6.9% hits; Potency, µM (top dose mostly 57.5 µM), inactives show top-dose activity change, negative = inhibition, hits mostly inhibitors; purified FLuc, Km substrates, luminescence inhibition;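 further: potency means the concentration at half of the fitted maximal effect; plate controls were vehicle for no effect and reference inhibitor for full effect; nearly all actives have a fitted effect of over 55% in size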
# Target sequence (P08659 whole entry, looked up): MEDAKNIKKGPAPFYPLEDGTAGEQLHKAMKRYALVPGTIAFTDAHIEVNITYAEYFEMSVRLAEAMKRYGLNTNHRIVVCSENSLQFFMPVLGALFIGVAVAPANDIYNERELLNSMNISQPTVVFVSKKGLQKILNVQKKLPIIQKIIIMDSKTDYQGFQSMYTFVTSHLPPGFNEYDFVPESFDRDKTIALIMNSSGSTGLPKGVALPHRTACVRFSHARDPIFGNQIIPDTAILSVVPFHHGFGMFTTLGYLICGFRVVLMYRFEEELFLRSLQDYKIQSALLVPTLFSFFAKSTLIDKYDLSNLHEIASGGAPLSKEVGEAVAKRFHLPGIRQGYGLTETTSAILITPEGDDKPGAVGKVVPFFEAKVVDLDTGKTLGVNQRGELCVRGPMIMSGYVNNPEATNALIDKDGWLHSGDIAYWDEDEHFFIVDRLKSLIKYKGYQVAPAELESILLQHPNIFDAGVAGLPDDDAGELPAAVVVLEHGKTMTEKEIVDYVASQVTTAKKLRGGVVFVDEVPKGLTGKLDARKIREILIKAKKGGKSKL
#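 Biochemical qHTS of compounds, final roughly 60 µM downward over six points, against 10 nM purified firefly luciferase using Km concentrations of substrates (10 uM D-luciferin, 10 uM ATP) in Tris acetate pH 7.5 buffer; luminescence output.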
# Tb PFK inh = blocks T. brucei phosphofructokinase; O15648; T. brucei PFK, ADP-Glo luminescence; Potency, µM (series often up to 57.5 µM), inactives show top-dose activity, negative = inhibition, actives largely listed as inhibitors; 330,000 compounds, 0.17% hits;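 further: potency means the concentration at half of the fitted maximal effect; 0% = uninhibited 1x PFK enzyme wells and -100% = no-enzyme wells; nearly all actives have a fitted effect of over 60% in size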
#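 PFK 1.25 nM, F6P 0.5 mM, ATP 0.1 mM, 0.1 M TEA pH 8.0, 5 mM MgCl2, 0.01% Tween20, 0.1% BSA; 45 min RT. ADP-Glo readout. qHTS titration up to 57 uM; curves fitted, compounds curve-classed.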
# The depositor's hits bear a star; ? = inconclusive; · = not tested or not shown; [ ] = remark or other dose. Unless noted, the call rests on the fitted dose curve; in most records, active means well fitted curve in the direction sought with a large enough effect; inconclusive means small, poorly fitted or top-dose-only effect, or another doubt; inactive means no such curve, though single readings can be large; an effect the other way counts as inactive or inconclusive.
# Below each SMILES: ELG1 DNA repair, p53 reactivation, BRCA1 expr act, Rab9 prom act, RORg inh, ELG1 genotox, Gal4-VP16 FLuc, TRPV1 ag, NPC1 prom act, FLuc counter, Tb PFK inh
- CCOC(=O)C1=NN(c2ccc(C)cc2)CC1C(=O)OC (stereo not given)
  23%, 15%, -13%, 9%, 44%, 2%, 7%, ?, 9%, -1%, -5%
- Cc1ccc(SCCCn2cnc3ccccc3c2=O)cc1
  -7%, -2%, 19%, 3%, 45%, 0%, 3%, ·, 3%, -19%, 0%
- COc1ccc(CC(=O)N2CCN(c3ccc(F)cc3)CC2)cc1
  -14%, -7%, 14%, -3%, 10%, -7%, -8%, -10, 1%, -12%, -5%
- Cc1ccccc1-n1nc2c(c1NC(=O)/C=C\c1ccc3c(c1)OCO3)CSC2
  ?, -5%, -13%, 1%, -8%, 0%, 4%, 2, -4%, 1%, 4%
- CN(C)c1cc(NC(=O)CNC(C)(C)CC(C)(C)C)c2ccccc2n1
  -19%, -1%, -35%, -1%, -17%, -7%, -4%, 8, 0%, -2%, -6%
- Cc1cccc(OCc2nnc(SCC(=O)N3CCN(c4ccccc4)CC3)o2)c1C
  -10%, 0%, -40%, -3%, 35%, -3%, -15%, -1, 1%, 0%, -1%
- COc1ccc(Nc2oc(COc3ccccc3F)nc2C#N)cc1
  14%, ?, -15%, -8%, 0%, -1%, 6%, ·, -2%, ?, 5%
- CC12CCC(C(=O)N(c3ccccc3Cl)C1=O)C2(C)C (stereo not given)
  4%, 0%, -5%, 1%, 15%, 2%, 1%, -1, -1%, 2%, 1%
- CC(C)NC(=O)NC(=O)COc1ccc(Br)cc1Br
  ?, ?, 24%, 2µM*, 8%, 3.3µM*, -12%, 12, 1µM*, 1.2µM*, 4%
- Cc1ccc(OCc2nnc(SCc3ccc(C#N)cc3)n2-c2ccc(C)cc2)cc1
  -11%, -3%, -21%, -5%, 7%, -7%, 3%, 29, -5%, 0%, 1%

# Entries listed so far with an aryl methoxy group, in the order listed:
# Below each SMILES: ELG1 DNA repair, p53 reactivation, BRCA1 expr act, Rab9 prom act, RORg inh, ELG1 genotox, Gal4-VP16 FLuc, TRPV1 ag, NPC1 prom act, FLuc counter, Tb PFK inh
- COc1ccc(CC(=O)N2CCN(c3ccc(F)cc3)CC2)cc1
  -14%, -7%, 14%, -3%, 10%, -7%, -8%, -10, 1%, -12%, -5%
- COc1ccc(Nc2oc(COc3ccccc3F)nc2C#N)cc1
  14%, ?, -15%, -8%, 0%, -1%, 6%, ·, -2%, ?, 5%

# Going on with the list.
# Below each SMILES: ELG1 DNA repair, p53 reactivation, BRCA1 expr act, Rab9 prom act, RORg inh, ELG1 genotox, Gal4-VP16 FLuc, TRPV1 ag, NPC1 prom act, FLuc counter, Tb PFK inh
- Nc1ncc(Br)cc1S(=O)(=O)NCCC(=O)N1CCN(c2ccccc2)CC1
  -5%, 0%, 1%, -4%, -5%, -10%, -6%, 2, 1%, 1%, -1%
- COc1ccc(-c2cn3cc(C(F)(F)F)cc(Cl)c3n2)cc1
  ?, ?, -63%, 2.2µM*, -3%, 5.8µM*, 0%, 8, ?, 3µM*, -1%
- COc1ccc(N2C(=O)CC(c3ccccc3)C2=O)cc1 (stereo not given)
  -1%, 2%, 3%, -5%, 3%, 0%, 5%, 1, -1%, -1%, 1%
- CCC1(c2ccccc2)NC(=O)N(CC(=O)Nc2cc(C(F)(F)F)ccc2N2CCCC2)C1=O (stereo not given)
  -12%, 2%, -23%, 1%, ·, -2%, ·, 6, 8%, -22%, 1%
- CCN(CCCNC(=O)c1ccc(N2CCCC2=O)cc1)c1cccc(C)c1
  ?, -6%, -10%, 0%, 27%, -3%, 0%, 1, -3%, 0%, 0%
- C/C(CC1(O)C(=O)N(C)c2ccccc21)=N\O (stereo not given)
  -12%, -2%, 1%, 4%, -22%, -6%, -7%, 0, 0%, 2%, 0%
- O=C(C1CCN(S(=O)(=O)N2CCCC2)CC1)N1CCCCC1
  -2%, 0%, 15%, -4%, -9%, 0%, 0%, 3, -2%, 0%, 1%
- CCCNC(=O)c1nn2cc(Br)cnc2c1Br
  1%, 0%, -14%, -4%, ?, 0%, 10%, -1, -1%, -1%, -7%
- Cc1nc2c(sc(=S)n2Cc2ccco2)c(=O)n1CC(=O)Nc1ccccc1
  -4%, 8%, 0%, -7%, -5%, -8%, 5%, -4, 0%, -1%, -2%
- Cc1cc(=O)[nH]c2ccc(S(=O)(=O)Nc3ccc(O)cc3)cc12
  ?, 7%, -2%, 0%, ?, 15%, 2%, -1, 0%, -2%, 1%

# Part of the list above, reduced to ELG1 genotox and RORg inh.
canonical_smiles | ELG1 genotox | RORg inh
CCN(CCCNC(=O)c1ccc(N2CCCC2=O)cc1)c1cccc(C)c1 | -3% | 27%
C/C(CC1(O)C(=O)N(C)c2ccccc21)=N\O (stereo not given) | -6% | -22%

# The list continues:
Molecule | ELG1 DNA repair | p53 reactivation | BRCA1 expr act | Rab9 prom act | RORg inh | ELG1 genotox | Gal4-VP16 FLuc | TRPV1 ag | NPC1 prom act | FLuc counter | Tb PFK inh
Cc1ccc2nc(NC3=NC(CC(=O)O)C(=O)N3)nc(C)c2c1 (stereo not given) | ? | -1% | · | 1% | -1% | 1% | -8% | -3 | -5% | -9% | -6%
COCCCNc1nc2ccccc2nc1NS(=O)(=O)c1cccc(Cl)c1 | -22% | -8% | -35% | -2% | 23% | -3% | -3% | -4 | -2% | -1% | 2%
CCCCn1c(N)c(N(CC(C)C)C(=O)c2ccc(-c3ccc([N+](=O)[O-])cc3)o2)c(=O)[nH]c1=O | 9% | 1% | -13% | 0% | · | -7% | · | -1 | -2% | -4% | -11%
COc1cc(NC(=O)C(C)Oc2ccccc2)cc(OC)c1 (stereo not given) | -8% | -10% | 8% | 0% | 10% | 0% | 0% | 0 | 0% | 2% | -4%
O=C(c1cccc(C(F)(F)F)c1)N1CCC(O)(CS(=O)(=O)Cc2ccccc2)CC1 | -5% | -4% | 4%[1.84 µM] | 4% | ? | 0% | -4% | 2 | -9% | 0% | 1%
O=C(Cc1ccc(-c2ccccc2)cc1)NCCN1CCOCC1 | -3% | 2% | -1% | -4% | 16% | 0% | 2% | -1 | -3% | -15% | 1%
Nc1nonc1C(=O)N/N=C/c1cccc([N+](=O)[O-])c1 | 21% | ? | -8% | -6% | -5% | 1% | 7% | 5 | -2% | 12µM* | 0%
N#CCCSc1ccccc1NC(=O)c1ccc(S(=O)(=O)N2CCCC2)cc1 | 11% | -9% | · | -2% | 36% | -2% | 2% | 5 | -5% | ? | -17%
COC(=O)C1=C(C)OC(N)=C(C#N)C1c1cc(OC)c(OCC(N)=O)cc1Cl (stereo not given) | 1% | 5% | 5% | -5% | -30% | 0% | 3% | 0 | -6% | 6% | 3%
CCOC(=O)CC(NC(=O)CCS(=O)(=O)c1ccc2c(c1)n(C)c(=O)c(=O)n2C)c1ccc(C)cc1 (stereo not given) | 3% | -1% | -9% | -5% | -13% | 0% | -3% | ? | -4% | 2% | 0%
C/C=C/C(=O)OCC(=O)NC(=O)NC(C)C | -1% | 1% | 2% | -5% | -3% | -2% | 0% | -1 | -2% | 2% | -4%
COc1c(S(=O)(=O)NCCN2CCOCC2)ccc(Cl)c1Cl | 5% | -6% | 6% | -3% | -12% | 2% | 0% | -4 | -2% | 0% | 0%
CC(=O)c1cn(CC(=O)Nc2c(C)cccc2C)c2ccccc12 | 0% | -4% | -23% | -16% | -18% | -2% | 7.1µM* | -3 | -23% | 0% | -1%
Cn1nnnc1SCC(=O)Nc1sccc1C(N)=O | 13% | 0% | -14% | · | · | 5% | · | · | · | · | 1%
COC1CCN(C(=O)c2cc(COc3ccc(-n4cncn4)cc3)on2)CC1 | ? | -4% | -1% | 8% | -1% | 0% | 1% | 4 | 2% | 1% | -5%
COc1ccc(CC(=O)NCc2ccc3c(c2)OCO3)cc1 | 14% | 4% | -9% | 3% | 0% | 2% | 21% | 28 | -1% | 2% | 3%
COc1ccc2ccccc2c1-c1csc(N)n1 | 0% | -2% | -20% | 0% | 16% | 6% | -9% | -3 | -1% | ? | 1%
Cc1ccc(S(=O)(=O)NN2C(=O)/C(=C/c3ccc(C(=O)O)cc3)SC2=S)cc1 | ? | 3% | -18% | -2% | -4% | 2% | 3% | 5 | 1% | -5% | ?
O=C(/C=C/c1cccc([N+](=O)[O-])c1)n1cnc2ccccc21 | -2% | 2% | -61% | -22% | 11µM* | 14% | -7% | 0 | -21% | -1% | 1%
C=CCn1c(=NC(=O)C2CCCCC2)sc2cc(NC(C)=O)ccc21 | 27% | -5% | 4% | 2% | ? | -18% | 5% | -3 | -2% | 0% | 0%
